FBPA Giardia inh – qHTS Assay for Inhibitors of Fructose-1,6-bisphosphate Aldolase from Giardia Lamblia. purified Giardia FBPA. Potency, µM (highest dose often 59.6 µM), inactives show at the top dose activity, negative = inhibition, most hits filed as inhibitors. actives 0.71% (n = 290,000). AID 2451, 2010; note: potency is the fitted concentration of half-maximal effect; % is set by controls: 0 for no effect and ±100 for the full control effect; nearly all actives have a fitted effect of over 55% in size
Target sequence (A8B2U2 whole entry, looked up): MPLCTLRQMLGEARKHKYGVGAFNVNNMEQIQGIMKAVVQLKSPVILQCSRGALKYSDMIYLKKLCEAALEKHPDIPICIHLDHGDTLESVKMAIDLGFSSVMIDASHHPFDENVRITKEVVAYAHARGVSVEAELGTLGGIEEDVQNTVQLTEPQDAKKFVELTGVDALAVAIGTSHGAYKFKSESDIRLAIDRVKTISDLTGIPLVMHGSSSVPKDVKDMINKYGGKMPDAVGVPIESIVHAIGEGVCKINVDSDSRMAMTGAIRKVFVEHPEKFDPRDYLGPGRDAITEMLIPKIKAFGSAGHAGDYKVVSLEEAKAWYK
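40 nM FBPA preincubated 10 min at RT with compound (up to 57.5 uM final), then substrate plus GAPDH/TPI/NAD/arsenate coupling and diaphorase/resazurin added. Fluorescence read after 20 min at RT, 525/598 nm.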
HCV inh – qHTS Assay for Inhibitors of Hepatitis C Virus (HCV) | Huh7.5.1 HCVcc-Cre infection, luciferase reporter, 44 h | Potency, µM (doses to about 41.8 µM), without a hit: at the highest dose activity change, negative = inhibition, hits mostly inhibitors | AID 651820, 2012 | actives 3.4% (n = 340,000); note: potency is the fitted concentration of half-maximal effect; % is set by controls: 0 for no effect and ±100 for the full control effect
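Whole-lifecycle infectious HCVcc-Cre system; cells 1,000/well, compound then virus (~0.5 moi) added 4 h after plating, 44 h culture. Luciferase read 15 sec following 15 min substrate incubation, room temp.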
Cycloheximide cs – Cycloheximide Counterscreen for Small Molecule Inhibitors of Shiga Toxin; cell reporter, cycloheximide protein synthesis inhibition counterscreen; max response, %; actives 12% (n = 300,000); AID 2314, 2010; in the data active = max response mostly above about 13%, no sharp cut-off; inactive = mostly below about 14%; note: read at 38.3 µM for the half of the compounds with a filed dose; 0% is about no effect
Shiga toxin inh – A qHTS for Small Molecule Inhibitors of Shiga Toxin | Vero cells, Shiga toxin protein synthesis inhibition reporter | inhibition, % at 38.7 µM | actives 9.2% (n = 290,000) | AID 2315, 2010; in the data active = inhibition mostly above about 28%, no sharp cut-off; inactive = mostly below about 43%; note: 0% is about no effect
Pf growth 96h – Primary qHTS for delayed death inhibitors of the malarial parasite plastid, 96 hour incubation; Potency, µM (titrated, usually from 28.7 µM), inactives show at the top dose activity change, negative = inhibition, actives largely listed as inhibitors; P. falciparum luciferase reporter growth, 96 h; AID 504834, 2011; actives 6.9% (n = 320,000); note: potency is the fitted concentration of half-maximal effect; % is set by controls: 0 for no effect and ±100 for the full control effect
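Infected RBCs, 2% Hct / 0.05% parasitemia final; luciferase-reporter P. falciparum; cpd 96 h, 37 C, 5% CO2; luciferase detection reagent; luminescence.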
Pf growth 48h – Primary qHTS for delayed death inhibitors of the malarial parasite plastid, 48 hour incubation; P. falciparum luciferase growth in erythrocytes, 48 h; Potency, µM (doses to about 28.7 µM), for inactives: at the highest dose activity change, negative = inhibition, hits mostly inhibitors; actives 5.9% (n = 310,000); note: potency is the fitted concentration of half-maximal effect; % is set by controls: 0 for no effect and ±100 for the full control effect
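Parasite viability was followed by luminescence of a genomically integrated firefly luciferase. Cultures held 0.1% parasitemia at 2% hematocrit (final), incubated under 5% CO2 at 37 C.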
An asterisk follows results filed as active; ? = inconclusive; · = not tested or not shown; & = joins results of further samples; [ ] = remark or other dose. Unless noted, calls come from the whole dose curve; as a rule, active = well fitted curve in the direction sought with a large enough effect; inconclusive = small, poorly fitted or top-dose-only effect, or another doubt; inactive = no such curve, though single readings can be large; an effect the other way counts as inactive or inconclusive.

SMILES | FBPA Giardia inh | HCV inh | Cycloheximide cs | Shiga toxin inh | Pf growth 96h | Pf growth 48h
COC(=O)C1=C(c2ccc(-c3ccccc3)c(F)c2)C[C@@H]2CC[C@H]1N2C(=O)NCCOc1ccccc1Cl | · | 14µM* | · | · | ? | 10µM*
C=CCn1c(C(CCCC)CC(C)O)n[nH]c1=S (stereo not drawn) | -27% | 26% | 2 | -5 | 8% | 1%
CC(=O)N1CCN(c2ccc(NC(=O)c3ccc(N4CCCC4)c([N+](=O)[O-])c3)cc2Cl)CC1 | 2% | 10µM* | 10 | -8 | ? | 12µM*
C/C(N)=C(/C#N)C(=O)CSc1nc(C2CCCCC2)n(-c2ccccc2)n1 | 9% | -22%&3% | -3 | -18 | ? | ?
Cc1nnc(SCCn2c(N3CC(C)CC(C)C3)nc3c2c(=O)[nH]c(=O)n3C)s1 (stereo not drawn) | 6% | -1% | -5 | 27 | · | -9%
Cc1nc2sccn2c(=O)c1S(=O)(=O)NCC(C)c1ccccc1 (stereo not drawn) | 6% | 20% | 3 | -5 | ? | 1%
Cc1nn(C)c(Oc2cccc(Cl)c2)c1C(=O)Nc1ccc(F)cc1F | 3% | ? | 1 | -6 | 121%[activator] | -2%
CCC(=O)N1CCc2cc(S(=O)(=O)NCCc3ccc(S(N)(=O)=O)cc3)ccc21 | -4% | 4% | 9 | -3 | ? | 20%
Fc1ccc(N2CCN(/C=C/c3nnnn3-c3ccccc3)CC2)cc1 | 2% | 6% | -3 | -12 | 8% | 0%
O=C(CN1CCN(S(=O)(=O)c2ccccc2C(F)(F)F)CC1)NCc1cccs1 | · | 7% | · | · | -10% | ?
Cc1ccc2c(c1)C(CCN)C(=O)N2Cc1ccccc1 (stereo not drawn) | -18% | 12% | 1 | 24 | ? | ?
CN(CC(=O)Nc1cccc(S(=O)(=O)N2CCCC2)c1)CC(=O)Nc1ccc(Cl)c(C(F)(F)F)c1 | · | 18µM* | · | · | ? | 15µM*
C=C1C2C[C@H](O)C(C)(C)[C@@]2(O)[C@H](O)C[C@]23C[C@@](C)(O)[C@H](CC[C@H]12)[C@H]3OC(C)=O (stereo partly drawn) | -9% | 4%[8.37 µM] | 5 | 13 | -1% | 3%
Cc1cccc(C)c1N1CCN(C(=O)N2CCOCC2)CC1 | -1% | 6% | 1 | -19 | 6% | 2%
O=C(CCN1C(=O)c2ccccc2C1=O)N1CCN(C2c3ccccc3-c3ccccc32)CC1 | -4% | -5% | -1 | -12 | 23% | 4%
Cc1ccc(CN2CC(=O)N3[C@H]4c5cc(C)ccc5OC[C@@H]4[C@H](c4ccccc4)[C@]3(C)C2=O)cc1 | · | ? | · | · | 96%[activator] | 5.9µM*
CCN(CC)CCn1c(=N)n(CC(O)c2ccco2)c2ccccc21 (stereo not drawn) | -14% | -23% | -3 | -3 | ? | ?
COC(=O)c1ccccc1NC(=S)N1CCOCC1 | 5% | 9% | -3 | 2 | 39%[activator] | 8%
Cn1c(=O)c(=O)n(C)c2cc(S(=O)(=O)N3CCN(c4cccc(C(F)(F)F)c4)CC3)ccc21 | 4% | 9% | -3 | -7 | ? | 8%
CCN(CC)S(=O)(=O)c1ccc(NC(=O)CO/N=C(\N)c2ccccc2)cc1 | · | ? | · | · | -6% | ?
COC(=O)c1ccc(C(=O)Nc2nnc(-c3cccnc3)o2)cc1 | -11% | · | -7 | -7 | 30%[activator] | 49%[activator]
CCc1ccc(CN(C)CC(=O)Nc2ccc3c(c2)CCC3)cc1 | 0% | 7% | 8 | -13 | 21% | -5%
O=C(Cc1nnc(NC(=O)Nc2ccc(F)cc2)s1)NCc1ccccc1 | -2% | 7% | 1 | -4 | -7% | 0%
CN1C=CC2=C(C#N)C(N)C(C#N)(C#N)[C@H](c3ccccc3)[C@H]2C1 (stereo partly drawn) | ? | 19% | -3 | -3 | ? | -10%
COc1ccc(CC(=O)Nc2ccc(C(=O)NC(C)(C)C)cc2)cc1OC | 5% | -1% | -3 | 2 | ? | -16%
Continuation:
SMILES | FBPA Giardia inh | HCV inh | Cycloheximide cs | Shiga toxin inh | Pf growth 96h | Pf growth 48h
O=C(O)/C=C/C(=O)NNC(=O)c1ccc(Cl)cc1Cl | -5% | 12% | 27* | 58* | 0% | ?
CCCn1c(CNc2ccccc2O)nc2ccccc21 | ? | ? | 29 | 35 | · | ?
CCOC(=O)c1c(C)[nH]c(C)c1C(=O)COC(=O)/C=C/c1ccco1 | · | -1% | · | · | -6% | ?
CC1(C)CC(=O)C/C(=N\NC(=O)C2C3CCCCC32)C1 (stereo not drawn) | 1% | 16% | 11 | 15 | -18% | 10%
S=C(NC1CCCC1)NN1CCOCC1 | -3% | -8% | 1 | -1 | 2% | 20%[5.75 µM]
Cc1nn(C/C(C#N)=N\O)c(C)[n+]1N | 1% | 5% | -6 | -21 | · | 9%
CCN(CC)S(=O)(=O)c1cc(NC(=O)C2CSC3(C)CCC(=O)N23)ccc1C (stereo not drawn) | · | -25% | · | · | ? | ?
COc1ccccc1C(C)NC(=O)CN(C)CC(=O)Nc1c(C)cccc1C (stereo not drawn) | · | -3% | · | · | ? | -20%
CCC1CN(S(=O)(=O)c2ccc3c(c2)NC(=O)CC(=O)N3)c2cc(Cl)ccc2O1 (stereo not drawn) | -4% | -22% | -3 | -1 | ? | 2.1µM*
OCCNCc1ccc(OC2CCCC2)cc1 | 4% | -1% | -1 | -8 | 27% | -6%
Cc1ccc(CNc2nc(N)c([N+](=O)[O-])c(Nc3cccc(F)c3)n2)cc1 | 2% | -23% | -2 | -15 | ? | ·
CC(C)(C)NC(=O)CSc1ncnc2c1cnn2-c1ccccc1 | -3% | -12% | 30* | 32 | 0% | ?
CC1NC(C)(C)Cc2c1ccc1ccccc21 (stereo not drawn) | 4% | -12% | -1 | -28 | -20% | -1%
O=C1CSc2ccccc2N1Cc1ccccc1F | 4% | 4% | 1 | 23 | · | ?
Cc1[nH]c2ccc(Br)cc2c(=S)c1C/C=C/Cl | -3% | -14% | -3 | 12 | 8.3µM* | ?
Cc1ccc(-c2nc(C3CCN(S(=O)(=O)c4ccc(C(F)(F)F)cc4)CC3)no2)cc1 | -1% | 14% | 4 | -2 | -5% | 14%
COC(=O)C1=C(c2ccc(C(C)=O)cc2)C[C@@H]2CC[C@H]1N2C(=O)N1CCCC1 | · | -12% | · | · | 7% | 15%
Cc1ccc(C(=O)NCC(=O)NCC(=O)OCC(=O)c2ccc([N+](=O)[O-])cc2)cc1 | 4% | 8% | 1 | 3 | 1% | 24%
C/C(=N\NC(=O)COc1ccccc1)c1cccs1 | 2% | -3% | 54* | 70* | 29% | 80%[activator]
CCOc1ncccc1C(=O)Nc1cccc(Cl)c1Cl | 0% | 13% | -2 | -5 | 14% | -27%
COCCCNC(=O)CNC(=S)N(Cc1cc(OC)c(OC)c(OC)c1)C1CCCC1 | 1% | -5% | -2 | -15 | 22% | -3%
O=C1NC(c2cccc(Cl)c2)Nc2ccccc21 (stereo not drawn) | -11% | -4% | 16* | 18 | 18% | 35%[activator]
COc1ccc(N=CC2=C(O)c3ccccc3C2=O)c(OC)c1 | -5% | 17% | 26* | 48 | ? | 196%[activator]
O=C(Cc1ccccc1F)Nc1ccc(Cl)nc1 | -4% | 16% | 6 | 16 | -13% | ?
CCN1C(=NCc2ccco2)N[C@@H](c2cccc(F)c2)C(C(=O)OC)=C1C | 11%&-7% | 7% | -4&-3 | 15&-5 | ? | ?
(cont.)
SMILES | FBPA Giardia inh | HCV inh | Cycloheximide cs | Shiga toxin inh | Pf growth 96h | Pf growth 48h
CCOC(=O)Cc1csc(NC(=O)CSc2nc3sc(C(=O)O)c(C)c3c(=O)[nH]2)n1 | 19% | 14% | -4 | -9 | -2% | ·
O=C(COC(=O)c1cncc(Br)c1)NC1CC1 | 4% | -5% | 16* | -14 | 36%[activator] | ·
COc1ccc(CCNC(=O)c2cc3c(=O)n4ccccc4nc3n(C3CCCCC3)c2=N)cc1 | · | 7.9µM* | -16 | -7 | 4.1µM* | ?
Nc1nc(SCC(=O)Nc2ccc(S(N)(=O)=O)cc2)n[nH]1 | 2% | 21% | -2 | -6 | ? | 5%
O=C(Cn1ncc(N2CCCC2)c(Br)c1=O)c1ccc(Cl)cc1 | -7% | 4% | 22* | 38* | 74%[activator] | 95%[activator]
Cc1cc(C)c(C)c(C(=O)CSc2nnc(-c3ccc4[nH]c(C)c(C)c4c3)o2)c1C | -2% | ? | -2 | -3 | ? | 13µM*
CC1=C(C#N)C(NC(=O)c2ccc(C)cc2)(C(F)(F)F)C(=O)N1 (stereo not drawn) | 1% | 21% | 7 | -22 | -20% | 57%[activator]
CC(C)C(=O)Nc1ccc(-c2csc(-c3ccccc3)n2)cc1 | 0% | ? | 61* | 81* | 126%[activator] | 49%[activator]
CC(C(=O)NCc1cccnc1)c1ccc([N+](=O)[O-])cc1 (stereo not drawn) | 20% | -11% | 0 | -8 | -26% | 0%
Fc1ccccc1CSc1nnnn1-c1ccc2c(c1)OCO2 | -5% | -15% | 16* | 23 | · | ?
O=C1c2ccccc2C(=O)N1/N=C/c1ccc(Oc2ccc([N+](=O)[O-])cn2)cc1 | -2% | 9% | 6 | 15 | 15% | 26%
Cc1ccccc1-n1c(SCC(N)=O)nc2sc(-c3ccccc3)cc2c1=O | 10% | 7% | -1 | -9 | · | 6%
CCNC(=O)NC(=O)C(C)Sc1nc2ccccc2n1CC(C)C (stereo not drawn) | 3% | ? | -6 | -14 | ? | ?
CCOc1ccc(C(=O)NCCNC(=O)c2ccc(OCC)cc2)cc1 | -3% | 10% | 1 | -7 | 8% | ?
CCn1cc(C(=O)OCC(=O)Nc2cccc(Cl)c2Cl)c(=O)c2ccc(C)nc21 | 0% | -2% | -2 | -7 | 21% | 8%
CCOc1ccccc1CNC(=O)c1nn(CC)cc1[N+](=O)[O-] | 3% | 9% | -5 | -6 | ? | -15%
O=C(CCC1COc2ccccc2O1)NCc1ccco1 (stereo not drawn) | -2% | 13% | -3 | -8 | 45%[activator] | 5%
CCCn1c(CN2CCN(C(=O)OCC)CC2)nc2c1c(=O)n(C)c(=O)n2C | 0% | -27% | 9 | -4 | 5% | 52%[activator]
CC(=O)Nc1ccc(NC(=O)CC2CCCC2)cc1 | 1% | 21% | 21* | 48* | 58%[activator] | 36%[activator]
CCCCCCNC(=O)c1cn(CC)c2cc(N3CCN(C)CC3)c(F)cc2c1=O | 9% | 10µM* | -4 | -9 | 2.6µM* | 4.7µM*

Nothing new here: three of the compounds above.
SMILES | FBPA Giardia inh | HCV inh | Cycloheximide cs | Shiga toxin inh | Pf growth 96h | Pf growth 48h
CCCn1c(CN2CCN(C(=O)OCC)CC2)nc2c1c(=O)n(C)c(=O)n2C | 0% | -27% | 9 | -4 | 5% | 52%[activator]
CC(=O)Nc1ccc(NC(=O)CC2CCCC2)cc1 | 1% | 21% | 21* | 48* | 58%[activator] | 36%[activator]
CCCCCCNC(=O)c1cn(CC)c2cc(N3CCN(C)CC3)c(F)cc2c1=O | 9% | 10µM* | -4 | -9 | 2.6µM* | 4.7µM*

Quoted at random: four records from the list.
SMILES | FBPA Giardia inh | HCV inh | Cycloheximide cs | Shiga toxin inh | Pf growth 96h | Pf growth 48h
CCCCCCNC(=O)c1cn(CC)c2cc(N3CCN(C)CC3)c(F)cc2c1=O | 9% | 10µM* | -4 | -9 | 2.6µM* | 4.7µM*
CC(=O)Nc1ccc(NC(=O)CC2CCCC2)cc1 | 1% | 21% | 21* | 48* | 58%[activator] | 36%[activator]
CN(CC(=O)Nc1cccc(S(=O)(=O)N2CCCC2)c1)CC(=O)Nc1ccc(Cl)c(C(F)(F)F)c1 | · | 18µM* | · | · | ? | 15µM*
C=C1C2C[C@H](O)C(C)(C)[C@@]2(O)[C@H](O)C[C@]23C[C@@](C)(O)[C@H](CC[C@H]12)[C@H]3OC(C)=O (stereo partly drawn) | -9% | 4%[8.37 µM] | 5 | 13 | -1% | 3%
